HTT cytoprotect = protects HTT-Q103 PC12 cells, measured by ATP. PC12 HTT-Q103 induced, cytoprotection, ATP luminescence, 40 h. Potency, µM (titrated, usually from 56.4 µM), for inactives: cytoprotection (ATP increase), hits mostly activators. 230,000 tested, 0.14% active;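 note: % of control where 0% means no effect; nearly all actives have a fitted effect of over 45% in size; toxic huntingtin expression switched on by the ecdysone agonist tebufenozide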
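Readout: ATPlite luminescence (ATP level). Model: stable PC12, inducible Htt exon1 Q103-GFP. Inducer: tebufenozide, 100 nM final. Compounds: dose series. No G418 in medium.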
GAA glycogen = GAA glycogen-cleavage inhibition or activation; P10253; Potency, µM (doses to about 76.4 µM), for inactives: top-dose activity change, negative = inhibition, actives largely listed as inhibitors; recombinant GAA, glycogen substrate, Amplex Red glucose oxidase fluorescence; AID 2100; 300,000 tested, 0.38% active;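 note: 0% = full enzyme reaction and -100% = no-enzyme basal signal; the screen sought inhibitors and activators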
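Recombinant human enzyme (4 nM); glycogen substrate; 37 C, 40 min, pH 5.0. Readout: coupled glucose oxidase/Amplex Red fluorescence.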
GLA spleen mod = inhibitors or activators of human alpha-galactosidase in spleen homogenate; P06280; human spleen homogenate, 4MU-alpha-Gal fluorescence, 40 min; Potency, µM (titrated, usually from 80 µM), inactives show top-dose activity change, negative = inhibition, most hits filed as inhibitors; 240,000 tested, 0.008% active;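 note: 0% = enzyme with vehicle and -100% = no enzyme basal signal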
Target sequence (P06280 32-429 limits assumed): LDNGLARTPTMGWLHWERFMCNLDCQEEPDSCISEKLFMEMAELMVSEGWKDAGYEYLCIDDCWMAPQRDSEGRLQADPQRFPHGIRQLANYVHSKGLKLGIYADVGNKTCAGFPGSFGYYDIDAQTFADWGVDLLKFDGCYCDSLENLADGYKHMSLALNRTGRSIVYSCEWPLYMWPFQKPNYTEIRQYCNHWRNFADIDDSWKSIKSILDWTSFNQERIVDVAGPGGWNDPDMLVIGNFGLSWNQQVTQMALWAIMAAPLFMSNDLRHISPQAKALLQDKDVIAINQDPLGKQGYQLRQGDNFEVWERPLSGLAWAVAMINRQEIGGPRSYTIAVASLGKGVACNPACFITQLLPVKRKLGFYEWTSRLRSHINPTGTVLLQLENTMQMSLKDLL
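Spleen homogenate 1 ug + cpd (titration) + 4-MU-alpha-D-galactopyranoside 1 mM; 37C 40 min; 50 mM citrate/phosphate pH 5.0, 0.01% Tween-20; stop pH 10; fluorescence 365/440; AC50 via Hill.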
Tau FP inhib = tau fibrillization inhibition (FP); Potency, µM (top dose mostly 57.7 µM), inactives show at the top dose activity, negative = inhibition, hits mostly inhibitors; K18 P301L tau heparin fibrillization, Alexa594 FP, 6 h; 280,000 tested, 0.39% active; P10636; note: % is set by controls: 0 for no effect and ±100 for the full control effect; nearly all actives have a fitted effect of over 55% in size
Target sequence (P10636 561-689 P618L limits assumed): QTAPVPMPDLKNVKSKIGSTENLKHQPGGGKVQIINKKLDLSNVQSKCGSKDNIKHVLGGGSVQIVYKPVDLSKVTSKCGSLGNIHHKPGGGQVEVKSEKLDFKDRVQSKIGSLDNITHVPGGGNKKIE
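Human tau K18 […] P301L fragment, 15 uM unlabeled plus 0.24 uM Alexa 594-labeled tau (final), with compound and 20 uM heparin in 100 mM sodium acetate pH 7; 6 hr at 37 C, then Alexa 594 FP read.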
Tau fluor counter = counter-screen for tau fibril formation inhibitors; tau K18 P301L Alexa594 fluorescence, heparin fibrillization; 280,000 tested, 0.93% active; Potency, µM (highest dose often 57.7 µM), without a hit: top-dose activity change, negative = decrease; note: % is set by controls: 0 for no effect and ±100 for the full control effect; nearly all actives have a fitted effect of over 55% in size
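Human tau K18 P301L (15 uM unlabeled, 0.24 uM Alexa 594-labeled) in 100 mM sodium acetate pH 7 with 20 uM heparin, 6 hr at 37 C. ThT 30 uM added, 1 hr ambient; Alexa 594 FP and total fluorescence read at 555/632 nm.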
GAA inh = inhibitors of human lysosomal alpha-glucosidase | P10253 | purified human GAA, 4-MU-alpha-glucoside fluorescence | Potency, µM (top dose mostly 76.9 µM), for inactives: at the top dose activity change, negative = inhibition, usual class: inhibitors | 200,000 tested, 0.005% active | AID 1466;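 note: plate controls were uninhibited enzyme wells for no effect and no-enzyme background for full effect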
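qHTS format, compound range up to 77 uM. Human lysosomal enzyme at 4 nM, 400 uM 4-MU glucoside substrate, pH 5.0, 20 min room temperature; fluorescence after alkaline stop gives activity normalized to controls.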
Tau ThT inhib = blocks human tau fibril formation measured by thioflavin T | AID 1460 | recombinant tau K18 P301L (four-repeat tau fragment), heparin-induced fibrillization, ThT fluorescence | 270,000 tested, 2.1% active | Potency, µM (series often up to 57.4 µM), for inactives: top-dose activity, negative = inhibition, usual class: inhibitors | P10636; note: % is set by controls: 0 for no effect and ±100 for the full control effect; nearly all actives have a fitted effect of over 55% in size
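Tau K18 P301L fragment (15 uM unlabeled plus 0.24 uM Alexa 594-labeled) in 100 mM sodium acetate pH 7 with compound, fibrillization induced by 20 uM heparin for 6 hr at 37 C. Thioflavin T (30 uM) added, fluorescence read after 1 hr (ex 450, em 510 nm).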
aGlu spleen mod = lysosomal alpha-glucosidase (human) modulation; P10253; human spleen homogenate, 4-MU-alpha-glucoside fluorescence; Potency, µM (top dose mostly 79.9 µM), for the others: top-dose activity change, negative = inhibition, hits mostly inhibitors; 240,000 tested, 0.006% active;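 note: 0% = enzyme with vehicle and -100% = no enzyme basal signal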
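AC50 values come from Hill-equation fits of concentration-response data, normalized to no-enzyme and full-activity controls. Enzyme source: 1 ug human spleen homogenate; 1 mM fluorogenic 4-MU glucoside, pH 5.0 citrate buffer, 37 C, 40 min.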
Active calls of the source: *; ? = inconclusive; nt = not tested or not shown; & = joins results of further samples; [ ] = dose if it differs, or a comment. Calls come from the whole dose curve; as a rule, active = well fitted curve in the direction sought with a large enough effect; inconclusive = small, poorly fitted or top-dose-only effect, or another doubt; inactive = no such curve, though single readings can be large; an effect the other way counts as inactive or inconclusive. Potency is the fitted concentration of half-maximal effect.

SMILES | HTT cytoprotect | GAA glycogen | GLA spleen mod | Tau FP inhib | Tau fluor counter | GAA inh | Tau ThT inhib | aGlu spleen mod
COc1cc2cc(Oc3ccc4ccc(=O)oc4c3)c(=O)oc2cc1OC1OC(COC(=O)CC(C)(O)CC(=O)O)C(O)C(O)C1O (configuration not stated) | nt | -15% | ? | -3% | -2% | ? | 1% | 21%
CCOCCCNS(=O)(=O)c1ccc(-n2cnnn2)c(OC)c1 | -23% | 4% | -4% | 4% | -6% | -2% | -4% | 0%
CC1=C(C(=O)Nc2cccnc2)C(c2cccc(Br)c2)n2nc(SCc3ccccc3)nc2N1 (configuration not stated) | nt | 12%[76.3 µM] | nt | -14% | -30% | nt | -16% | nt
Cc1ccc(C)c(Cn2c(-c3cccs3)nc3ccccc32)c1 | nt | -14%[76.3 µM] | nt | -10% | -18% | nt | ? | nt
CCCCn1c(=O)[nH]c(=O)c2c1ncn2Cc1ccco1 | 3% | -1% | -6% | 6% | -4% | -1% | 1% | -9%
CCCC(=O)Nc1nc2c(c(=O)[nH]1)CCCC2 | 0% | 7% | 1% | -10% | -12% | -3% | -8% | -3%
O=c1c2ccccc2n(CC(O)CN2CCCCC2)c2ccccc12 (configuration not stated) | 12%[10 µM] | 3% | ? | -2% | 0% | nt | -2% | 10%
N#Cc1c(C(F)(F)F)cc(-c2ccc(F)cc2)nc1SCC(=O)Nc1ccccc1 | nt | 15%[76.3 µM] | nt | ? | -5% | nt | 2% | nt
O=C(COc1ccc(Br)cc1F)N1CCN(c2ncccn2)CC1 | 17%[10 µM] | 21% | 2% | 1% | 3% | -7% | -8% | 8%
Cc1ccc(NC(=O)c2ccco2)cc1NC(=O)CSc1nnc(-c2cccs2)n1C | -28%[10 µM] | 3% | -14% | 7% | 9% | -2% | -3% | -8%
O=C(NC(=S)Nc1cccnc1Cl)c1ccco1 | -7%[10 µM] | -7% | 1% | -3% | 8% | 0% | -4% | -4%
C=CCOc1ccccc1CN1CCC(CO)(CCOc2ccccc2)CC1 | -43%[inhibitor] | 5% | -4% | -4% | -3% | -13% | -11% | -5%
Cc1ccc2oc(-c3ccc(Cl)c(NC(=O)c4ccc(-c5ccccc5[N+](=O)[O-])o4)c3)nc2c1 | nt | 13%[76.3 µM] | nt | -8% | -14% | nt | -15% | nt
CCOC(=O)c1oc2c(C)c(O)ccc2c(=O)c1-c1nncn1-c1ccccc1 | -18% | -5% | -9% | -6% | -5% | -2% | -7% | -6%
Cc1nn(-c2ccccc2)c2c1C1(C(=O)N(C)c3ccccc31)N(c1ccccc1)C(=O)N2 (configuration not stated) | 12%[10 µM] | 5% | 3% | 5% | -3% | -8% | -2% | 1%
Cc1cc(C(=O)Nc2c(C)nn(Cc3ccccc3Cl)c2C)no1 | -17% | -8% | -4% | 5% | -10% | -2% | -5% | -4%
O=C(CN1CCOCC1)Nc1ccccc1NC(=O)C1CCN(c2ncccn2)CC1 | -2% | -6% | 2% | -6% | -8% | 7% | -5% | 0%
CC1CCN(c2nc3c(S(=O)(=O)c4cccc(Cl)c4)nnn3c3ccsc23)CC1 | nt | -10%[76.3 µM] | nt | 0% | -14% | nt | 5% | nt
COC(=O)c1sc(-c2cccs2)cc1NC(=O)/C=C/C(=O)O | -30%[10 µM] | 1% | -11% | 3% | 6% | nt | nt | 2%
Cc1ccc(-n2c(O)c(C=Nc3ccccc3-c3n[nH]c(=S)[nH]c3=O)c3ccccc3c2=O)c(C)c1 | -162% | -2% | 0% | 2% | -9% | 7% | ? | -19%
OCCN1CCN(Cc2nc(-c3cccc(Cl)c3)no2)CC1 | 3%[10 µM] | 11% | -3% | -10% | -4% | nt | -3% | -5%
CC(=O)c1ccc(NC(=O)Cn2nc(C(F)(F)F)c3c2CCCC3)cc1 | nt | 3%[76.3 µM] | nt | ? | -29% | nt | -9% | nt
CCCCn1c(SCC(=O)c2ccccc2)nc2sc3c(c2c1=O)CCCC3 | nt | 12%[76.3 µM] | nt | -6% | -3% | nt | -3% | nt
O=C(Nc1ccncc1)c1ccccc1F | -1% | 3% | 2% | 2% | 6% | -3% | 5% | -5%

In the list so far, these have bromine:
SMILES | HTT cytoprotect | GAA glycogen | GLA spleen mod | Tau FP inhib | Tau fluor counter | GAA inh | Tau ThT inhib | aGlu spleen mod
CC1=C(C(=O)Nc2cccnc2)C(c2cccc(Br)c2)n2nc(SCc3ccccc3)nc2N1 (configuration not stated) | nt | 12%[76.3 µM] | nt | -14% | -30% | nt | -16% | nt
O=C(COc1ccc(Br)cc1F)N1CCN(c2ncccn2)CC1 | 17%[10 µM] | 21% | 2% | 1% | 3% | -7% | -8% | 8%

Further results:
SMILES | HTT cytoprotect | GAA glycogen | GLA spleen mod | Tau FP inhib | Tau fluor counter | GAA inh | Tau ThT inhib | aGlu spleen mod
O=C(CCCOc1ccccc1)Nc1ccc2c(c1)OCCO2 | 17% | 2% | 16% | -4% | -18% | 0% | ? | -2%
COc1ccc(CCCc2nnc(SCC(=O)Nc3nc(C)cs3)n2C)cc1 | -3% | 2% | 2% | 1% | -7% | -13% | -6% | -1%
COc1ccc(C(=O)C2CCCN(C3Cc4ccccc4C3)C2)cc1OC (configuration not stated) | -3%[10 µM] | 16µM* | 14% | -10% | 9%[2.34 µM] | ? | 7% | -1%
Cc1sc2c(c1C)c(=O)nc1n2Cc2ccccc2-1 | -1% | 6% | 7% | 0% | -3% | 2% | ? | 5%
O=C(Cn1c(CO)nc2ccccc21)NCCc1ccc(F)cc1 | -14% | ? | 7% | -9% | -11% | -1% | -3% | -9%
O=C(OCC1COc2ccccc2O1)c1ccccc1F (configuration not stated) | -12% | 4% | 1% | -3% | -7% | 0% | -11% | -8%
Cc1nc(NC(=O)c2oc3ccccc3c2C)sc1C(=O)N(C)C | -12%[1.9 µM] | 5% | -1% | -3% | -7% | -15% | ? | -5%
OC(CN1CCC(Cc2ccc(F)cc2)CC1)c1ccc(Cl)cc1 (configuration not stated) | -68%&-34%[inhibitor] | nt | 6%&6% | -3%&1% | -16%&-13% | nt | -8%&-4% | 7%&14%
COc1cccc(Nc2nc(-c3sc(NC(=O)c4ccco4)nc3C)cs2)c1 | -73%[inhibitor] | -27% | 2% | ? | ? | -8% | 10µM* | -4%
COCCn1c(SC(C)C(=O)Nc2ncc(Cl)cc2Cl)nc2ccccc21 (configuration not stated) | 25% | 2% | 2% | -16% | -13% | ? | -10% | 0%
O=[N+]([O-])c1cc(CN2CCCC2)ccc1Sc1ccc(Cl)cc1 | -18% | 11% | -6% | 1% | -14% | -2% | -10% | 3%
CCc1nnc(NC(=O)c2cccc(NC(=O)C(C)C)c2)s1 | -28% | -9% | -8% | 0% | -5% | 3% | -4% | -3%
C=C(Cl)COc1ccc2c(CCCC)cc(=O)oc2c1 | -27% | -5% | -5% | 7% | -15% | 0% | ? | -8%
Cc1cc(=O)oc2cc(OCC(=O)N3CCN(C(=O)c4ccco4)CC3)ccc12 | -11% | -4% | -5% | -5% | -4% | 1% | -8% | -4%
Cc1nc(N(C)Cc2ccccc2)c2nnn(Cc3ccccc3)c2n1 | -12% | -1% | -14% | 2% | -15% | -5% | -13% | -1%
Cc1ccccc1Nc1c(-c2ccccn2)nc2ccccn12 | -110%[inhibitor] | ? | -1% | 3% | -29% | -2% | -18% | -1%
C=CCn1c(SCCOC)nc2c1c(=O)[nH]c(=O)n2C | 2% | -16% | -4% | -1% | -3% | -1% | 1% | -5%
NC(=O)c1cc2c(s1)-c1cc(Cl)ccc1SC2 | 0%[10 µM] | -7% | 5% | -2% | -13% | nt | nt | 2%
Cc1ccc(Nc2nc(CSc3nnnn3C)cs2)cc1 | -18%[10 µM] | -20% | -21% | 4% | ? | 2% | ? | -17%
CCCn1c(SCc2nc(-c3cccs3)no2)nnc1-c1ccncc1 | -8%[10 µM] | -3% | 0% | 3% | -7% | ? | -6% | -6%
CCOc1ccc(-c2nnc3ccc(SCC(=O)NCc4ccco4)nn23)cc1 | -41%[inhibitor] | 5% | -2% | -9% | -2% | 5% | 1% | -9%
Cc1nnc(SCC(=O)c2ccc(Br)cc2)s1 | 1% | -26% | 10% | -2% | -13% | 5% | -5% | 4%
Cc1[nH]nc2c1C1(C(=O)N(Cc3ccc(Cl)cc3)c3ccccc31)C(C#N)=C(N)O2 (configuration not stated) | 16%[10 µM] | -9% | 5% | -1% | -21% | -12% | -7% | -1%
COc1ccccc1/C=C(\C#N)C(=O)Nc1ccc(S(N)(=O)=O)cc1 | nt | 28% | 6% | -7% | -1% | -6% | -6% | 6%

Limited to Tau fluor counter, for some of the entries so far:
| Molecule | Tau fluor counter |
| --- | --- |
| Cc1ccccc1Nc1c(-c2ccccn2)nc2ccccn12 | -29% |
| CCOC(=O)c1oc2c(C)c(O)ccc2c(=O)c1-c1nncn1-c1ccccc1 | -5% |

Next structures:
SMILES | HTT cytoprotect | GAA glycogen | GLA spleen mod | Tau FP inhib | Tau fluor counter | GAA inh | Tau ThT inhib | aGlu spleen mod
Cc1ccc(N2C(=O)N(CC(=O)N(C)Cc3ccccc3)C(=O)C2C)cc1 (configuration not stated) | -21% | -1% | 7% | -2% | -10% | -5% | -5% | 0%
O=C(c1c(F)c(F)c(F)c(F)c1F)N1CCN(c2cccc(C(F)(F)F)c2)CC1 | -75%[inhibitor] | -27% | -4% | 5% | -11% | -20% | -12% | -11%
COc1ccccc1N1CCN(C2CCN(C(=O)c3cccc(F)c3)CC2)CC1 | nt | 4% | -1% | -3% | -6% | 6% | -6% | 3%
CCc1cc2c(SCC(=O)c3ccccc3)ncnc2s1 | -22%[10 µM] | -10% | -1% | -6% | -11% | 0% | -2% | -1%
O=c1[nH]c2ccc(NS(=O)(=O)c3ccc4ccccc4c3)cc2[nH]1 | nt | -12% | 2% | 5% | -16% | 6% | -7% | 6%
CC(=O)NC(N1CCCCC1)C(F)(F)C(F)(F)C(F)(F)C(F)F (configuration not stated) | -1% | -7% | 6% | -8% | -4% | -15% | 7% | 1%
CCCCCNC(=O)c1cc2c(=O)n3ccccc3nc2n1C | nt | 5%[76.3 µM] | nt | 4% | ? | nt | ? | nt
Cc1ccc(C(=O)/C=C/Nc2ccc([N+](=O)[O-])cc2Br)cc1 | -47%[inhibitor] | 6% | 10% | -4% | -13% | -6% | ? | -5%

Assay outcomes deposited in PubChem BioAssay by National Center for Advancing Translational Sciences (NCATS).

The order is random; 3.3% or so of the library scored in one or more.
